High-throughput results: PubChem BioAssay, several laboratories
p97 ATPase inh: human p97 ATPase inhibition | P55072 | recombinant p97 ATPase, Kinase-Glo ATP luminescence, 3 h | inhibition, % at 8 µM | 220,000 tested, 0.42% active | AID 1481; in the data active = inhibition above about 15%;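 also: 0% = DMSO vehicle and 100% = wells lacking enzyme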
FXIa inh: inhibitors of human coagulation factor XIa | P03951 | purified FXIa, Boc-Glu-Ala-Arg-AMC fluorogenic substrate | inhibition, % at 5 µM | 220,000 tested, 0.14% active;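 active = inhibition of at least 40%; inactive = inhibition below 40%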;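 also: fluorescence of freed AMC excited at 355 nm; 0% = enzyme without compound and 100% = no enzyme blank; many of its hits are not listed in these tables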
FXIIa inh 1536: inhibitors of human coagulation factor XIIa; 220,000 tested, 0.3% active; P00748; purified FXIIa, Boc-QGR-AMC fluorogenic substrate, 2 h; AID 800; inhibition, % at 5 µM; in the data active = inhibition above about 40%;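 also: 0% = enzyme with no compound and 100% = blank without enzyme; many of its hits are not listed in these tables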
Thrombin inh: blocks human thrombin protease activity | P00734 | alpha-thrombin, Boc-VPR-AMC fluorogenic substrate cleavage | inhibition, % at 5 µM | 220,000 tested, 0.26% active;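 active = inhibition at or above 40%; inactive = inhibition below 40%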;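 also: 0% = enzyme with no compound and 100% = wells without enzyme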
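System: human alpha-thrombin protein; Compound dosing: one concentration per compound, 5 µM, with 0.2% DMSO; Timing: reaction at room temperature; Technique: AMC fluorescence, 355/460 nm; Controls: enzyme without compound as high, wells lacking enzyme as low.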
PERK inhibitor: inhibitors of human PERK kinase; CHO PERK-DD fusion, SEAP luminescence translation reporter; AID 1416; Q9NZJ5; 220,000 tested, 0.17% active; inhibition, % at 5.6 µM;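 active = inhibition above the mean inhibition of all tested compounds plus 3 SD, set separately per screening campaign, cut at about 2.9% in these data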;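 also: PERK kinase domain activated by AP20187 dimerizer at 100 nM; 0% = DMSO with dimerizer and 100% = rapamycin at 8.4 µM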
hK5 inh: kallikrein 5 (human) inhibition; 210,000 tested, 0.59% active; Q9Y337; inhibition, % at 5 µM; AID 873; recombinant hK5, fluorogenic AMC substrate cleavage;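 active = inhibition of 40% or more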;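 also: 0% = enzyme controls without compound and 100% = no-enzyme blanks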
Wee1 stabilizer: human Wee1 degradation inhibition, primary screen | reporter increase, % at 5 µM | HeLa Luc-Wee1K328M stability, luciferase luminescence; 100% = proteasome inhibitor MG132 effect | P30291 | 220,000 tested, 1.2% active | AID 1321;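 active = activation above the mean of all tested compounds plus 3 SD, set per screening run, cut at about 8.8% in these data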;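 also: cells exposed to compound for 20 h before luminescence read; 0% = DMSO alone and 100% = MG132 at 30 µM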
KCC2 mod: KCC2 (human) Cl- transport modulation; Q9H2X9; KCC2 cells, thallium flux FluoZin-2 fluorescence; B-score of Tl+ flux slope (higher = more flux/activation; lower = inhibition) at 10 µM; 190,000 tested, 2.2% active; AID 1456;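 active = thallium flux slope and its plate-corrected score both differing from the plate sample mean at a set confidence after two filtering rounds, in either direction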;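 also: slope of fluorescence scaled to starting intensity during 10 to 20 s after thallium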
Target sequence (Q9H2X9 whole entry, looked up): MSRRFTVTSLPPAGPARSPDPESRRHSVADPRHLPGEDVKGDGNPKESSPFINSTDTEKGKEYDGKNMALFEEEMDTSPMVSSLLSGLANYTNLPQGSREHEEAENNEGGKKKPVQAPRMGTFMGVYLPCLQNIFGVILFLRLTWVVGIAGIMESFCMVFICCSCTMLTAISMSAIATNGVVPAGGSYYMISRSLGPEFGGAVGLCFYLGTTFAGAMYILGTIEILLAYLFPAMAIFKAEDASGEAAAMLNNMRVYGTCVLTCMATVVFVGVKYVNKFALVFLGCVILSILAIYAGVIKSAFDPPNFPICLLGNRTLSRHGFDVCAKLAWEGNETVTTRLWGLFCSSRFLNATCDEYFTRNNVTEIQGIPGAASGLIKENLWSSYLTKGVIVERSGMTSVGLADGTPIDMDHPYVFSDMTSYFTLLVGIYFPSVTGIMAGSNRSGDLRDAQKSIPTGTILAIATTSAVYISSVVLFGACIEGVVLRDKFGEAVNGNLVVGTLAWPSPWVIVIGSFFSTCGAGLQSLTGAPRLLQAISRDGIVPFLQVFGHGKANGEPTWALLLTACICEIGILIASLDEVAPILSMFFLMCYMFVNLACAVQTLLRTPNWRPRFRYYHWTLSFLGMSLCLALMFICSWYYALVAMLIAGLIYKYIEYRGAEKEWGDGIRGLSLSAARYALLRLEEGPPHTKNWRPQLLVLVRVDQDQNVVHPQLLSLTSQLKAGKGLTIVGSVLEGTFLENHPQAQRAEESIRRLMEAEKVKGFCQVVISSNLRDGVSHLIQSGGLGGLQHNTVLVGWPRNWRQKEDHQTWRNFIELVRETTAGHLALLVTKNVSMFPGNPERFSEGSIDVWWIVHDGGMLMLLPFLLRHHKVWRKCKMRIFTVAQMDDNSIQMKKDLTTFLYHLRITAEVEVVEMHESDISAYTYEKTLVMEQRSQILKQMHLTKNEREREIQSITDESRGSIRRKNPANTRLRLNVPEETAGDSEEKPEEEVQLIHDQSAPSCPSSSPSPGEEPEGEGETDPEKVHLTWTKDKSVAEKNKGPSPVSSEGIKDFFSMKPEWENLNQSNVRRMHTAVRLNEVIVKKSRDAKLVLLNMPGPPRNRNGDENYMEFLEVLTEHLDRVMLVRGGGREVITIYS
Furin inhibitor: human furin inhibition. 220,000 tested, 0.061% active. purified furin, fluorogenic substrate cleavage. inhibition, % at 30 µM; in the data active = inhibition above about 25%; also: inactives centre near -15
An asterisk follows results filed as active; i = inactive; . = not tested or not shown; [ ] = another dose, or the depositor's remark.

PERK inhibitor,Thrombin inh,Wee1 stabilizer,hK5 inh,p97 ATPase inh,FXIIa inh 1536,Furin inhibitor,KCC2 mod,FXIa inh,canonical_smiles
0.0,-15,-1,-2,3,-7,-20,1.4,-5,O=C(CN1CCOc2ccccc21)NCc1cccs1
1.2,-4,2,2,3,-13,-19[20 µM],0.062,-10,O=S(=O)(N1CCCCC1)N1CCN(S(=O)(=O)N2CCCCC2)CC1
2.2,-1,1,-16,2,12,-23[20 µM],.,5,CN(C)/C=C(/C(=O)c1ccc(Cl)cc1Cl)S(=O)(=O)c1ccc(Cl)cc1
1.4,3,0,25,2,11,-31,-0.65,4,O=[N+]([O-])c1cccc(/C=N/NS(=O)(=O)c2ccccc2)c1
-0.2,-5,-2,1,1,5,-5,-0.86,-5,O=C(Nc1ccccc1)c1ccc(NCC2CCCO2)c([N+](=O)[O-])c1 (stereo unspecified)
-0.8,3,0,14,-5,10,-8,-0.45,7,CCOC(=O)c1ccccc1NC(=O)CC1SC(=NC)N(C)C1=O (stereo unspecified)
1.2,4,-4,-10,3,19,-15,1.2,3,CC1CCOC2(O1)C(=O)N(CN1CCN(c3ccccc3F)CC1)c1ccccc12 (stereo unspecified)
0.7,1,1,4,2,3,-27[20 µM],0.31,-2,O=C(N/C=N/O)C1=NOC(CNc2ncc(C(F)(F)F)cc2Cl)C1 (stereo unspecified)
0.5,3,5,-12,-1,4,-25,-0.023,-3,Cc1cc(C(=O)N/N=C/c2ccc(N(C)C)cc2)c2ccccc2n1
-0.6,-2,0,6,-13,9,-16,-1.2,1,COc1ccc(CSc2nc3ccccc3c(=O)n2CCCN2CCOCC2)cc1F
0.9,3,1,-7,3,12,-19,1.6,1,O=C(OCCO)c1cc(Cl)c(C(=O)OCCO)cc1Cl
-0.6,-4,-3,2,3,7,-24,0.24,0,NC(=O)c1cc2ccncc2c2ccccc12
0.0,6,2,-1,9,14,-17,-1.4,8,Cc1cc2cc(CN(Cc3ccco3)C(=S)NCC3CCCO3)c(=O)[nH]c2cc1C (stereo unspecified)
-0.6,2,7,-1,3,12,-22,.,3,Cc1ccc(-c2csc(N)n2)s1
1.0,-4,1,2,2,10,-19,0.79,-4,Cc1cc(C)c(S(=O)(=O)NCC(CCC(=O)O)C(F)(F)F)c(C)c1 (stereo unspecified)
1.0,-7,0,-13,2,14,-4,0.61,7,O=c1cc(O)c2sc(Nc3cccc(C(F)(F)F)c3)nc2[nH]1
0.1,2,3,-5,-3,9,-24,-0.63,-1,CS(=O)(=O)Nc1cccc(C2=NN(S(C)(=O)=O)C(c3ccccc3)C2)c1 (stereo unspecified)
1.1,-8,-4,-14,6,8,-17,0.45,7,O=C(NC(=S)Nc1ccccc1N1CCOCC1)c1ccc([N+](=O)[O-])cc1
1.6,0,-1,-25,1,8,6,1.3,-7,CCCN(CCC)CCSc1nc(O)c(C(C)C)c(=O)[nH]1
1.2,0,-1,-31,-3,10,-12,-0.46,-5,COCCOC(=O)c1c(C)oc2ccc(OC(=O)c3ccc4c(c3)OCO4)cc12
0.6,2,-3,-14,1,0,-28,0.066,-4,O=C(Cc1ccccc1)NCC(=O)Nc1cccc(Br)c1
-0.5,0,-1,-2,-1,2,-18[20 µM],-0.4,-13,CC(=O)c1ccc(OCC(O)CN2CCN(CC(O)COc3ccc(C(C)=O)cc3)CC2)cc1 (stereo unspecified)
0.0,0,0,-7,-5,11,-11,0.03,-1,CC(C)(C)n1nc2c(c1NC(=O)Cc1ccc(F)cc1)CSC2
1.7,-2,0,.,26*,4,-20,-0.15,-1,Oc1ccccc1Nc1nc(NCc2ccccc2)c2ccccc2n1
0.1,-1,-3,-52,1,12,-5,-0.24,2,COc1ccccc1C(CNC(=O)c1ccc(S(=O)(=O)NCc2ccco2)cc1)N(C)C (stereo unspecified)
0.8,8,-1,-3,6,7,-18,0.36,-1,O=C(N/C(=C/c1ccc(Br)cc1)C(=O)N1CCCC1=O)c1ccco1
0.9,-5,2,-15,6,9,-6,-0.1,6,CC(C)CNC(=O)c1ccc(NC(=O)c2cccs2)cc1
0.2,-7,5,-2,0,10,-13[20 µM],.,-6,CC(NS(=O)(=O)c1ccc(OCC(=O)N2CCOCC2)c(Cl)c1)c1ccccc1 (stereo unspecified)
0.6,.,0,.,1,.,-18[20 µM],0.067,.,Cc1sc(NC(=S)NC(=O)c2ccccc2)c(C#N)c1C
-0.5,5,-1,7,2,17,-20,.,3,CCCc1[nH]nc2c1C(c1ccncc1)C(C#N)=C(N)O2 (stereo unspecified)
0.1,6,-2,-1,0,10,-7,-0.41,0,O=C(NC(NC1CCS(=O)(=O)C1)C(=O)c1ccccc1)c1ccc(Cl)cc1 (stereo unspecified)
-1.2,-1,2,1,-9,15,-10[20 µM],-0.37,-1,CCc1ccc(C(=O)Nc2cc3c(cc2Cl)OCCCO3)cc1
1.2,-18,12*,3,4,0,-14[20 µM],i,3,CCCN1C=CC(=C/C=C(\C#N)C(=O)OCC)C=C1
-0.1,5,2,-3,-2,3,-27,0.24,-6,O=C1OC2(CCCC2)OC(=O)C1=Cc1c[nH]c2ccccc12
-0.3,-3,-1,-2,3,12,3,-0.2,0,O=C(CCCCCn1c(=O)[nH]c2ccsc2c1=O)NCc1cccs1
0.5,-4,0,-14,-3,6,-31[20 µM],-1.1,-3,COc1cc(/C=N/N=C2\CC3CCC2(C)C3(C)C)ccc1O (stereo unspecified)
-1.2,-7,1,-5,-10,13,-9,-0.49,1,O=C(NC1CCCCC1)C(c1ccccc1)N1CCc2ccccc21 (stereo unspecified)
1.9,0,-2,-5,-4,10,-17,-0.26,2,CC(C)(C)c1ccc(C(=O)N2CCCC2)s1
1.0,-11,-2,2,-5,11,-5,0.97,6,Cc1cccc(CN2CCN(C3CCCC3)C(CCO)C2)n1 (stereo unspecified)
-0.7,2,6,-16,1,9,2[20 µM],.,4,COc1cccc2cc(C(=O)N3CCc4ccccc43)c(=O)oc12
0.5,11,1,1,-2,6,-7,0.25,19,COc1ccc(CCNC(=O)c2cn3ccc(C)cc3n2)cc1OC
0.6,2,0,-6,1,4,-16,-0.086,-4,CCOC(=O)Cn1c(CCC(=O)O)ccc1-c1ccc(F)cc1
-1.1,0,8,3,-2,11,-23[20 µM],0.73,5,O=C(CSc1nc2ccccc2n1Cc1ccccc1)N/N=C/c1ccco1
0.9,3,-1,-8,2,35,-22,.,7,COc1ccc2[nH]c(=O)c(C(c3nnnn3C3CCCC3)N(C)C3CCCCC3)cc2c1 (stereo unspecified)
1.4,-1,-2,0,1,3,-36,0.00082,-2,CC(C)CC(N)c1cn([C@@H](CCC(=O)O)C(=O)N2CCNCC2)nn1 (stereo partly specified)
0.2,-3,4,2,3,5,-14,-0.22,-2,CC(C)NC(=O)COC(=O)Cn1[nH]c(=O)c2ccccc2c1=O
-1.5,-5,0,-1,2,13,-8,-1.9,15,N#Cc1nc(COc2ccc(Cl)cc2)oc1N1CCCC1
-0.7,-6,-4,-5,1,2,-5,-1.1,-4,O=C(NCc1cccnc1)Nc1ccc2c(c1)OCO2

Nothing new here: 11 of the compounds above.
PERK inhibitor,Thrombin inh,Wee1 stabilizer,hK5 inh,p97 ATPase inh,FXIIa inh 1536,Furin inhibitor,KCC2 mod,FXIa inh,canonical_smiles
1.9,0,-2,-5,-4,10,-17,-0.26,2,CC(C)(C)c1ccc(C(=O)N2CCCC2)s1
1.0,-11,-2,2,-5,11,-5,0.97,6,Cc1cccc(CN2CCN(C3CCCC3)C(CCO)C2)n1 (stereo unspecified)
-0.7,2,6,-16,1,9,2[20 µM],.,4,COc1cccc2cc(C(=O)N3CCc4ccccc43)c(=O)oc12
0.5,11,1,1,-2,6,-7,0.25,19,COc1ccc(CCNC(=O)c2cn3ccc(C)cc3n2)cc1OC
0.6,2,0,-6,1,4,-16,-0.086,-4,CCOC(=O)Cn1c(CCC(=O)O)ccc1-c1ccc(F)cc1
-1.1,0,8,3,-2,11,-23[20 µM],0.73,5,O=C(CSc1nc2ccccc2n1Cc1ccccc1)N/N=C/c1ccco1
0.9,3,-1,-8,2,35,-22,.,7,COc1ccc2[nH]c(=O)c(C(c3nnnn3C3CCCC3)N(C)C3CCCCC3)cc2c1 (stereo unspecified)
1.4,-1,-2,0,1,3,-36,0.00082,-2,CC(C)CC(N)c1cn([C@@H](CCC(=O)O)C(=O)N2CCNCC2)nn1 (stereo partly specified)
0.2,-3,4,2,3,5,-14,-0.22,-2,CC(C)NC(=O)COC(=O)Cn1[nH]c(=O)c2ccccc2c1=O
-1.5,-5,0,-1,2,13,-8,-1.9,15,N#Cc1nc(COc2ccc(Cl)cc2)oc1N1CCCC1
-0.7,-6,-4,-5,1,2,-5,-1.1,-4,O=C(NCc1cccnc1)Nc1ccc2c(c1)OCO2

The listing continues:
PERK inhibitor,Thrombin inh,Wee1 stabilizer,hK5 inh,p97 ATPase inh,FXIIa inh 1536,Furin inhibitor,KCC2 mod,FXIa inh,canonical_smiles
1.6,1,3,-2,2,22,-8,.,17,O=C1CCCN1CN1CCCCC1
1.8,-3,-3,-6,2,-1,-12[20 µM],0.69,-2,CCOc1cc(/C=N/NC(=O)COc2ccccc2C)ccc1OC(=O)c1cccs1
1.4,-5,1,12,-13,9,-4,0.013,-7,C/C(=N/NC(=O)c1ccccn1)c1ccco1
0.0,1,0,-5,0,14,-14[20 µM],-0.43,7,Cc1ccc2c(c1)CCCN2C(=O)c1c(C)noc1C
-0.1,2,-1,-71,-4,8,-18,-0.26,14,Cc1cccc2sc(NNC(=O)c3ccc(S(=O)(=O)N4CC(C)CC(C)C4)cc3)nc12 (stereo unspecified)
-0.6,5,-3,1,0,13,-16[20 µM],-1.6,6,CCn1c(=O)cc(SCC(=O)Nc2ccc3c(c2)OCO3)c2ccccc21

This is a random part of the collection, and some 4.4% of all compounds hit somewhere here.
